Myeloid diff MLP – myeloid differentiation induction; ER-HoxA9 myeloid progenitors, lysozyme-GFP differentiation, flow cytometry; calls only at 10 µM; 360,000 tested, 1% active; AID 624256;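 active = normalized GFP-positive differentiation at or above the plate's own cutoff, the solvent-only control mean plus 3 SD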;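 note: cells exposed to compound for four days before flow analysis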
NOD1 NF-kB reporter – inhibition of NOD1-driven NF-kB reporter – cell-based, luminescence, uHTS, primary screen (AID 1578). NOD1-driven NF-kB luciferase reporter cells, luminescence; higher % means a stronger effect. inhibition, % at 4 µM, or EC50 in µM where a hit was titrated. 290,000 tested, 1% active; in the data active = inhibition mostly above about 36%, no sharp cut-off; inactive = mostly below about 34%;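 note: HEK-293T reporter cells stimulated with the NOD1 agonist gamma-tri-DAP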
KOR beta-arrestin-1 – kappa opioid receptor blockers – cell-based, luminescence, uHTS (AID 1778); one-dose inhibition, % at 10 µM; IC50 in µM for titrated hits; KOR beta-arrestin recruitment, luminescence, antagonist mode; higher % means a stronger effect; 290,000 tested, 0.091% active; note: strong numbers were not always called active
KOR beta-arrestin-2 – KOR agonists, beta-arrestin recruitment, primary screen, cell-based, luminescence, uHTS (AID 1777); KOR beta-arrestin recruitment, luminescence; higher % means a stronger effect; activation, % at 10 µM; hits with a dose series show EC50 in µM; 280,000 tested, 0.02% active; in the data active = activation above about 50%, passing the limit was not always enough; note: a part of the inactive calls stands beside numbers as strong as those of hits
GPR55 LPI antagonism – inhibition of LPI-stimulated GPR55 beta-arrestin translocation – imaging, U2OS, beta-arrestin-GFP, LPI agonist, primary screen (AID 2013); U2OS GPR55 beta-arrestin-GFP translocation imaging, LPI antagonism; higher % means a stronger effect; one-dose inhibition, % at 10 µM; IC50 in µM for titrated hits; 290,000 tested, 0.13% active;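 active = spots per cell inhibited over 60%, with over 100 cells counted and total cytoplasm intensity under 500,000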;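 note: U2OS cells stably carrying GPR55 and arrestin-GFP stimulated by 5 µM LPI near EC80; imaged beta-arrestin-GFP aggregate spots per cell after agonist stimulation; plate controls were LPI-stimulated DMSO wells for no effect and DMSO wells without LPI for full effect; some results filed as inactive read as strong as hits; confirmed hits need IC50 under 10 µM and bright autofluorescent wells are also inconclusive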
HIV peptide binding – inhibitors of HIV fusion peptide binding, primary screen, biochemical, uHTS, fluorescence dequenching (AID 1986); one-dose inhibition, % at 20 µM; IC50 in µM for titrated hits; 290,000 tested, 0.3% active; cell-free peptide binding, fluorescence dequenching, 30 min; higher % means a stronger effect; in the data active = inhibition mostly above about 52%, no sharp cut-off; inactive = mostly below about 76%; note: some results filed as inactive read as strong as hits
HEK293 NOD2/NF-kB – inhibition of NOD2-driven NF-kB reporter – cell-based, luminescence, uHTS, HEK293 (AID 1566); inhibition, % at 4 µM; hits with a dose series show EC50 in µM; HEK293 NOD2/NF-kB luciferase reporter, luminescence; higher % means a stronger effect; 290,000 tested, 0.63% active; note: many of its hits are not listed in these tables
GPR35 antagonists – GPR35 antagonists blocking zaprinast-driven arrestin recruitment, primary screen, imaging, U2OS, beta-arrestin-GFP, zaprinast agonist (AID 2058) | U2OS GPR35 beta-arrestin-GFP translocation imaging, zaprinast antagonism; higher % means a stronger effect | one-dose inhibition, % at 10 µM; IC50 in µM for titrated hits | 290,000 tested, 0.052% active;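 active = inhibition of at least 50% with at least 30 cells and total cytoplasm GFP at most 10,000,000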
GPR55 activation – selective activators of receptor GPR55 – imaging, U2OS cells, beta-arrestin-GFP redistribution, primary screen (AID 1961); U2OS GPR55 beta-arrestin-GFP redistribution imaging; higher % means a stronger effect; activation, % at 10 µM, or EC50 in µM where a hit was titrated; 290,000 tested, 0.048% active;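 active = activation above 40% with more than 50 cells counted in the well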;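 note: U2OS osteosarcoma cells stably expressing GPR55 and beta-arrestin-GFP; plate controls were DMSO negative control for no effect and LPI positive control for full effect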
Myeloid diff MLP GFP+ MAC1+ % – second read-out of Myeloid diff MLP, no call of its own (marks repeat the call); GFP+ MAC1+ double positive, %; measured here: differentiation confirmed by MAC1 staining
An asterisk follows results filed as active; i = inactive; / = not tested or not shown; [ ] = another dose, or the depositor's remark. Cut-off read from the data, not from the text of the source, unless noted: active = inhibition above about 50%; inactive = the rest. Not all compounds are listed; count on the stated rates, not on these rows.

Below each SMILES: Myeloid diff MLP | Myeloid diff MLP GFP+ MAC1+ % | NOD1 NF-kB reporter | KOR beta-arrestin-1 | KOR beta-arrestin-2 | GPR55 LPI antagonism | HIV peptide binding | HEK293 NOD2/NF-kB | GPR35 antagonists | GPR55 activation
#1 CN1C(N)=NC(=O)/C1=C/c1ccc(OC(F)(F)F)cc1
→ i | 0.4 | -40% | -14% | 4.3% | -4% | 0.2% | -10% | 12% | 0.7%
#2 O=C(N/N=C/c1ccco1)c1ccc(N2CCCC2=O)cc1
→ i | 0.4 | -17% | 4% | -0.3% | 0% | 1.5% | 11% | -2% | -0.1%
#3 O=C(NCc1ccccc1)C1CCCN(c2nc3ccsc3c(=O)s2)C1 (centres undefined)
→ i | 0.2 | -21% | 3% | -3.1% | 6% | 1.6% | -10% | 9% | 0.8%
#4 Cc1ccc(-c2nc(=O)[nH]c3ccccc23)cc1
→ i | 0.9 | 2% | -12% | -0.4% | -3% | -1.6% | 17% | 2% | 0.3%
#5 CCOc1ccc2ncc(C(=O)c3ccc(OC)cc3)c(N3CCN(CC)CC3)c2c1
→ i | 4.4 | -37% | -24% | 37% | 5% | -1.5% | 2% | 8% | 0.8%
#6 Cc1nc(SCc2cccc(C(=O)O)c2)nc2c1CCCC2
→ i | 0.4 | -17% | -32%[20 µM] | / | 4% | 1.5% | 11% | 9% | -0.1%
#7 O=C(NC(Cc1ccccc1)C(=O)O)/C(=C\c1ccco1)NC(=O)c1ccccc1Br (centres undefined)
→ i | 0.2 | -4% | 17% | 2.9% | 5% | 45% | -1% | 13% | 0.7%
#8 O=C(COc1ccc(-n2cnnn2)cc1)NCCc1ccc(F)cc1
→ i | 0.0 | -22% | 6% | -1.0% | 25% | 1.0% | -21% | -1% | 0.4%
#9 O=C(c1sc(N2CCOCC2)nc1-c1ccccc1)N1CCCCC1
→ i | 0.7 | 4% | 7% | -2.4% | -7% | 1.7% | 11% | -2% | 0.2%
#10 NC(=O)CN1CCN(C(=O)Nc2ccccc2)CC1
→ i | 1.0 | -15% | 10% | -0.9% | 7% | -0.6% | 1% | -1% | -0.3%
#11 CCN1C(=O)[C@H]2[C@@H](c3ccc(OC)cc3)N3C(=O)CN(Cc4ccccc4)C(=O)[C@@]3(C)[C@H]2C1=O
→ i | 0.8 | -10% | -24%[20 µM] | -10% | 4% | -0.8% | 5% | 0% | -0.2%
#12 CC1CCCCN1C(=O)c1ccc(CS(=O)(=O)Cc2ccccc2)cc1 (centres undefined)
→ i | 1.2 | -20% | 5% | 1.8% | 9% | -0.1% | 10% | -5% | -0.1%
#13 CCOCCCNC(=O)c1ccc(Cn2c(=O)[nH]c3ccsc3c2=O)cc1
→ i | 0.1 | -9% | -11% | -4.7% | -7% | 0.2% | 25% | 2% | -0.2%
#14 O=c1c2ccccc2c(C=Nc2cccc(S(=O)(=O)NCc3ccco3)c2)c(O)n1-c1ccc(Cl)cn1
→ i | 0.7 | -12% | -39% | -1.1% | -6% | 2.1% | 13% | -7% | -0.2%
#15 O=C(c1n[nH]c(=O)c2ccccc12)N1CCN(c2ccccc2)CC1
→ i | 0.5 | 7% | 2% | -2.1% | 12% | 2.0% | 7% | 10% | 0.0%
#16 Cc1sc2ncnc(N[C@@H](Cc3c[nH]c4ccccc34)C(=O)O)c2c1C
→ i | 0.4 | -14% | -19% | -3.7% | 2% | 3.6% | 0% | 6% | 0.6%
#17 O=c1oc2ccccc2c2c1SC(C(F)(F)F)C2 (centres undefined)
→ i | 0.7 | 10% | -19% | -2.8% | -23% | -0.3% | 11% | 5% | -0.1%
#18 Cc1ccc(N/N=C(/Sc2nnnn2-c2ccccc2)C(=O)c2ccccc2)cc1
→ i | 0.6 | -42% | -26% | 0.1% | 97% | 12% | -1% | 5% | -0.2%
#19 Cn1c(OCc2ccc3c(c2)OCO3)nc2c1c(=O)n(Cc1ccc(Cl)c(Cl)c1)c(=O)n2C
→ i | 0.6 | -4% | -14% | 2.1% | 7% | 1.6% | 10% | -6% | -0.1%
#20 COc1cc(Cl)c(C)cc1NC(=O)Cc1ccc(OC)c(OC)c1
→ i | 0.8 | 34% | -6%[20 µM] | -0.9% | 7% | -2.6% | 15% | 4% | -0.1%
#21 CCN(CC)S(=O)(=O)c1ccc(C(=O)NCC(=O)NCCCc2ccccc2)cc1
→ i | 0.3 | 8% | -16% | 4.4% | -5% | 0.1% | -11% | 6% | -0.1%
#22 COc1ccccc1NC(=O)COC(=O)c1ccc2c(c1)nc(C)n2-c1ccccc1
→ i | 0.2 | 32% | -13% | 17% | 5% | -3.1% | 10% | 6% | -0.3%
#23 Cc1ccnc(NC(=O)c2ccc([N+](=O)[O-])s2)c1
→ i | 3.1 | -32% | 9% | -1.8% | 12% | 1.1% | 32% | 9% | -0.1%
#24 Fc1ccccc1-c1n[nH]c(=S)n1Cc1ccccc1
→ i | 0.4 | 6% | 21% | -4.3% | 2% | -1.5% | 9% | 4% | -0.1%
#25 CCCc1nnc(NC(=O)CCC(=O)N2CCN(CCn3c(C)ccc3C)CC2)s1
→ i | 0.2 | -3% | -24% | -1.8% | 2% | -0.6% | 10% | 10% | -0.4%
#26 CCOc1ccc2nc(NC(=O)CSc3nc4c(c(=O)n(C)c(=O)n4C)n3C(C)C)sc2c1
→ i | 1.8 | -1% | -38% | 1.7% | -2% | -3.2% | 0% | 12% | -0.1%
#27 O=C(C1CCCN(S(=O)(=O)c2cccc3nsnc23)C1)N1CCc2ccccc21 (centres undefined)
→ i | 0.4 | 28% | 18% | -1.0% | 4% | 2.5% | 16% | 9% | -0.1%
#28 O=[N+]([O-])c1cc(-c2nnc(Nc3ccc(O)cc3)c3ccccc23)ccc1N1CCOCC1
→ i | 0.0 | 11% | -20% | -3.3% | 6% | -2.2% | 7% | 6% | -0.1%
#29 CCCCC(=O)Nc1nnc(/C=C/c2ccc(OC)cc2)s1
→ i | 1.0 | -31% | / | / | 12% | 0.1% | 3% | -4% | 0.2%
#30 Cc1cc2nc(-c3ccc(SCC(=O)N4CCN(C(=O)c5ccco5)CC4)nc3)[nH]c2cc1C
→ i | 3.9 | -33% | -5% | 8.6% | -16% | 8.0% | -48% | -14% | -0.1%
#31 Clc1cc(CSc2ccccc2)nc(-c2ccccc2)n1
→ i | 0.7 | -13% | -19% | -3.2% | -4% | -1.2% | 10% | 11% | -0.1%
#32 C[C@@]12CCC3[C@@](CC[C@@H]4[C@](C)(C(=O)O)CCC[C@@]34C)(C[C@H]1O)C2 (some centres undefined)
→ i | 0.7 | -17% | -11% | -0.9% | -2% | 1.3% | -17% | 10% | -0.3%
#33 Cc1csc(NC(=O)c2cccc([N+](=O)[O-])c2C(=O)O)n1
→ i | 0.2 | -36% | -44%[20 µM] | 4.0% | 5% | 0.2% | -1% | -4% | 0.0%
#34 Cn1c(=O)c2c(nc(NCc3ccccc3)n2C)n(C)c1=O
→ i | 1.2 | -7% | -21% | 7.3% | 11% | 0.2% | 6% | 12% | -2.3%
#35 COc1ccc(S(=O)(=O)NCCOc2ccccc2)cc1OC
→ i | 4.9 | 14% | 3% | 0.9% | -4% | -2.1% | 9% | 25% | -0.1%
#36 NC(=S)C1COc2ccccc2O1 (centres undefined)
→ i | 0.3 | -17% | 9% | -0.2% | 5% | -0.4% | 7% | 11% | -0.2%
#37 O=C(Nc1nnc(SCC(=O)N2CCCc3ccccc32)s1)c1ccc2ccccc2c1
→ i | 0.5 | -39% | -4% | 0.8% | 5% | 4.5% | 7% | 0% | 0.2%
#38 Cc1ccc(-c2cc(C(=O)Nc3cc(C)on3)no2)cc1
→ i | 0.8 | -23% | 13%[20 µM] | / | -7% | -0.5% | -45% | -2% | -0.1%
#39 CCOc1cc(S(=O)(=O)NCc2ccccc2)ccc1F
→ i | 0.5 | / | 17% | -1.5% | 7% | -1.0% | 8% | -1% | -0.1%
#40 CCOc1ccc(NCc2cccn2-c2nnc(N3CCC(C(=O)NCCCN4CCCCC4CC)CC3)s2)cc1 (centres undefined)
→ i | 2.1 | -2% | -8% | -3.4% | 6% | -1.2% | 23% | -13% | -0.2%
#41 CC(=O)N[C@@H](Cc1ccc(O)cc1)CN1C(N)=NC[C@@H]1CC(C)C
→ i | 1.0 | -22% | -2%[20 µM] | -2.3% | 0% | 0.2% | -10% | 11% | 0.0%
#42 COc1cc(NC(=O)COc2ccc(Cl)cc2)ccc1NC(=O)C(C)C
→ i | 1.7 | -5% | 16% | 2.9% | -1% | -0.8% | 14% | 5% | -0.1%
#43 CC(=O)NC12CC3CC(C1)CC(C(=O)NCc1ccc(C)cc1)(C3)C2
→ i | 1.4 | -37% | -37% | -2.3% | -4% | 3.1% | 14% | 17% | -0.3%

High-throughput results: PubChem, several laboratories
